HDAC3 inh – HDAC3 deacetylase inhibitors, primary screen, biochemical, fluorescence, cell-free homogeneous; Histone deacetylase 3 (Homo sapiens), O15379; actives 0.15% (n = 320,000); AID 2718, 2010; inhibition, % at 8.3 µM; recombinant HDAC3, fluorogenic peptide/trypsin coupled; in the data active = inhibition above about 26%, passing the limit was not always enough; inconclusive = no clear call, values can overlap the other calls
ANO1 activ – TMEM16A chloride channel activators or potentiators, primary screen, cell-based, HTS | HEK293 TMEM16A/YFP-H148Q/I152L, iodide quench fluorescence; stronger effect = lower value | B-score at 10 µM | actives 0.3% (n = 340,000);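 active = fluorescence-ratio B-score plate-corrected deviation score at least 3 library SD below zero, with starting fluorescence score within 5 deviations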;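 note: channel opened by trigger with iodide after compound preincubation; score built on the fluorescence ratio of max minus min over baseline; more negative score means more quench and so TMEM16A activation or potentiation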
Target sequence (Q8BHY3 whole entry, looked up): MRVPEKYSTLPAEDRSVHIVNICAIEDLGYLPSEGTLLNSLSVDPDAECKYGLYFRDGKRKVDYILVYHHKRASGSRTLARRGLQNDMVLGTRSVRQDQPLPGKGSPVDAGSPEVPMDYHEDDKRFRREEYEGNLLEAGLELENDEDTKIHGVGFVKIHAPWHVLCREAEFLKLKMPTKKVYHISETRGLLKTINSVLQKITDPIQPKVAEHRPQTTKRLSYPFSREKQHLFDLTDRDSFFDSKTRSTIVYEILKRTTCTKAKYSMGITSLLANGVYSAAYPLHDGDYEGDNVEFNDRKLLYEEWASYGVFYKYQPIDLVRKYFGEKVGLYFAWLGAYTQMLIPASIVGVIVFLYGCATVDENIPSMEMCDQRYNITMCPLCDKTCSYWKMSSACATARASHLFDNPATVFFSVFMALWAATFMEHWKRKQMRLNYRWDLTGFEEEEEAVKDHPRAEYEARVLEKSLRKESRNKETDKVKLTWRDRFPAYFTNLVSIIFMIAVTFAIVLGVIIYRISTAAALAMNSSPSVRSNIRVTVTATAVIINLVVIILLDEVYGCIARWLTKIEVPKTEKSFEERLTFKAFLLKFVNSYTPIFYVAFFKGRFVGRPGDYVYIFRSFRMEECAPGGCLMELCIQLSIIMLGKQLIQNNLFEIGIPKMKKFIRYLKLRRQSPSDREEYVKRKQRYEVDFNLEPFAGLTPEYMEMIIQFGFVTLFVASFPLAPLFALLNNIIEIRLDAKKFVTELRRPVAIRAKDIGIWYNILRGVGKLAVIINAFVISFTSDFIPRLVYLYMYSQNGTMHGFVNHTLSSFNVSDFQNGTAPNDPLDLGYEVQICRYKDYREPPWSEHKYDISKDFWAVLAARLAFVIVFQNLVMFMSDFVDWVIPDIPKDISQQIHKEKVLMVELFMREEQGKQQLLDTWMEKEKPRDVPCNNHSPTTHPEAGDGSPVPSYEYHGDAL
Dyrk1A ADPGlo – rat Dyrk1A kinase inhibitors, primary screen, biochemical, single point, plate reader; Dual specificity tyrosine-phosphorylation-regulated kinase 1A (Rattus norvegicus), Q63470; ADP-Glo luminescence, NFATc1 peptide; inhibition, % at 12.5 µM; actives 0.43% (n = 310,000); in the data active = inhibition above about 50%;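 note: plate controls were vehicle with enzyme for no effect and no enzyme for full effect; many of its hits are not listed in these tables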
KCNK3 block – human KCNK3 channel inhibitors, primary screen, CHO cells, FluxOR thallium flux, B-score | FluxOR fluorescence; stronger effect = lower value | B-score at 10 µM | actives 0.84% (n = 340,000);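 active = B-score under library mean minus 4 SD, starting fluorescence ratio at most library mean plus 5 SD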;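 note: more negative B-score means stronger inhibition of thallium flux through KCNK3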
An asterisk follows results filed as active; i = inactive; ? = inconclusive. Only part of the results is shown; the hit share may differ from the screen's.

SMILES	HDAC3 inh	ANO1 activ	Dyrk1A ADPGlo	KCNK3 block
C/C=C(\C)C(=O)OC1CC(C)(C)C[C@H]2C3=CC[C@@H]4[C@@]5(C)CCC(O[C@@H]6O[C@@H](C(=O)O)[C@@H](O)C(O[C@@H]7OC[C@H](O)[C@@H](O)[C@@H]7O[C@@H]7OC(CO)C(O)[C@@H](O)[C@@H]7O)C6O[C@@H]6OC(CO)C(O)C(O)C6O)[C@@](C)(CO)[C@@H]5CC[C@]4(C)[C@]3(C)CC(O)[C@@]12CO (stereo not given in full)	-3	-32*	-19	i
Cc1cc(-n2c(C)cc(C(=O)CN3C(=O)C(=O)N(C)C3=O)c2C)no1	?	i	-1	i
CN(Cc1ccc2c(c1)OCO2)C(=O)c1cc(-c2ccccc2)c(N2CCOCC2)s1	-8	i	5	i
O=[N+]([O-])c1cccc(S(=O)(=O)N2CN(c3ccc(Br)cc3)c3nc4ccccc4nc32)c1	1	i	-2	i
Cn1nc(C(=O)NCC2COc3ccccc3O2)c2ccccc2c1=O (stereo not given)	-3	i	3	i
C=CC[C@H](CC(=O)NCCO)C(=O)NC[C@@H](OC(=O)[C@H](CC=C)CC(=O)OC(C)(C)C)c1ccccc1	11	i	-3	i
COc1cccc(-c2ccc3ncnc(NCc4cccnc4)c3c2)c1	-4	i	40	i
O=C(Cn1c(=O)cnc2ccccc21)NNC(=O)c1ccccc1Cl	2	i	-4	i
CC1(C)CC(=O)C=C(c2cccc(Br)c2)C1	12	i	12	i
CCOC(=O)c1ccc(NS(=O)(=O)c2c(C)n[nH]c2C)cc1	-4	i	-8	i
CN(C(=O)COC(=O)COc1ccc2ccccc2c1)c1c(N)n(Cc2ccccc2)c(=O)[nH]c1=O	-1	i	-6	i
O=C(OCC#CCSc1nnc(-c2cccc3ccccc23)o1)c1ccc(F)cc1	0	i	-2	i
Cc1cccc(NC(=O)CN2CCN(CC(=O)NCc3ccc(Cl)cc3Cl)CC2)c1C	1	i	-4	i
CC1CCCN(C(=O)c2ccc(Cl)c(S(=O)(=O)N3CCCCCC3)c2)C1 (stereo not given)	-3	i	0	i
Cc1ccc(NC(=O)c2nc[nH]c2C(=O)NCCCCCNC(=O)OC(C)(C)C)cc1	1	i	-3	i
O=C(NCc1cccc(F)c1)c1cccc2c1C(=O)c1ccc(N3CCC(Cc4ccccc4)CC3)cc1S2(=O)=O	-2	i	6	i
O=C(COC(=O)C1CCN(S(=O)(=O)c2cccs2)CC1)Nc1ccc(F)cc1Cl	1	i	-2	i
COc1ccc(N(C)S(=O)(=O)c2cccc(C(=O)Nc3nc(C)c(C(C)=O)s3)c2)cc1	4	i	4	i
COc1ccc(CCNC(=O)CSc2nc3[nH]c(=O)cc(O)c3s2)cc1	16	i	0	i
O=C(COC(=O)c1ccc([N+](=O)[O-])o1)NCCc1ccccc1	0	i	-2	i

Part of the list above, with each value named:
SMILES: Cc1ccc(NC(=O)c2nc[nH]c2C(=O)NCCCCCNC(=O)OC(C)(C)C)cc1
  HDAC3 inh: 1	ANO1 activ: i	Dyrk1A ADPGlo: -3	KCNK3 block: i

SMILES: O=C(NCc1cccc(F)c1)c1cccc2c1C(=O)c1ccc(N3CCC(Cc4ccccc4)CC3)cc1S2(=O)=O
  HDAC3 inh: -2	ANO1 activ: i	Dyrk1A ADPGlo: 6	KCNK3 block: i

SMILES: O=C(COC(=O)C1CCN(S(=O)(=O)c2cccs2)CC1)Nc1ccc(F)cc1Cl
  HDAC3 inh: 1	ANO1 activ: i	Dyrk1A ADPGlo: -2	KCNK3 block: i

Next entries follow.
SMILES	HDAC3 inh	ANO1 activ	Dyrk1A ADPGlo	KCNK3 block
COc1ccc(NC(=O)Nc2ccc3c(c2)C(=O)N([C@H](C)CO)C[C@H](C)[C@@H](CN(C)S(=O)(=O)c2cccs2)O3)cc1	5	i	2	i
COc1ccccc1OCC(=O)NNC(=O)CSC(=S)N1CCCC1	7	i	8	i
CNC[C@@H]1Oc2c(NS(C)(=O)=O)cccc2C(=O)N([C@@H](C)CO)C[C@H]1C	-2	i	-7	i
CC1CCCCC12NC(=O)N(CC(=O)OCC(=O)Nc1ccc(F)cc1[N+](=O)[O-])C2=O (stereo not given)	0	i	-7	i
CC(=O)NC(CC(=O)Nc1ccc(S(=O)(=O)NC2=NCCCCC2)cc1)c1ccccc1 (stereo not given)	0	i	-3	i
CC(=O)c1c(C)[nH]c(C(=O)OCC(=O)NCc2cccs2)c1C	0	i	8	i
COc1ccc(S(=O)(=O)N2CCOCC2)cc1NC(=O)CC1CCCC1	2	i	-1	i
C[C@H](CO)N1C[C@H](C)[C@@H](CN(C)S(=O)(=O)c2cccs2)Oc2ccc(NS(=O)(=O)c3cn(C)cn3)cc2C1=O	-9	i	8	i
COc1ccc2nc(-c3ccccc3)cc(C(=O)N3CCC3)c2c1	-81	i	0	i
NC(=O)C1CCN(CC(=O)Nc2ccc3c(c2)OCCO3)CC1	4	i	-2	i
COc1cc(C#Cc2c(-c3cncn3C)n(C)c3ccc(-c4ccc(OC)nc4)cc23)cc(OC)c1	4	i	5	i
O=C(CNc1ccc(Br)cc1)Nc1ccc(S(=O)(=O)N2CCCC2)cc1	2	i	0	i
C=CCC[C@@H](Cc1ccc(F)cc1)C(=O)OC[C@@H](C)NC(=O)[C@H](CC=C)CC(=O)N(CCO)Cc1ccccc1	3	i	1	i
CC(CC(=O)OCC(=O)Nc1ccc2[nH]c(=O)[nH]c2c1)c1ccccc1 (stereo not given)	-3	i	11	i
Cc1cc(OCC(=O)N(Cc2ccco2)c2c(N)n(Cc3ccccc3)c(=O)[nH]c2=O)ccc1Cl	5	i	-1	i
CCN(CC)S(=O)(=O)c1ccc(N2CCCC2)c(NC(=O)c2nn(C)c(=O)c3ccccc23)c1	1	i	-1	i
Cc1cc(NS(=O)(=O)c2ccc(NC(=O)COc3cc(C)c(Cl)c(C)c3)cc2)no1	-3	i	-2	i
COc1cc(OC)c(C(=O)OCC(=O)NC2CCCCCCC2)cc1OC	-2	i	6	i
CCCCN(C(=O)c1cccs1)c1c(N)n(Cc2ccccc2)c(=O)[nH]c1=O	0	i	3	i
N#Cc1ccc(OCC(=O)NCCN2CCOCC2)cc1	2	i	-1	i
Cn1c(-c2ccccc2)c(C#Cc2ccc(N)cc2)c2ccccc21	-2	i	-9	i
C[C@@H]1CC[C@]2(C(=O)O[C@@H]3O[C@H](CO)[C@@H](O)[C@H](O)[C@H]3O)CC[C@]3(C)C(=CCC4[C@@]5(C)CC[C@H](O[C@@H]6OC[C@H](O)[C@H](O[C@@H]7O[C@H](CO)[C@@H](O)[C@H](O)[C@H]7O)[C@H]6O)C(C)(C)C5CC[C@]43C)C2[C@]1(C)O (stereo not given in full)	2	i	9	i
Cn1nnnc1Sc1ncnc2scc(-c3ccsc3)c12	-1	i	28	i
O=[N+]([O-])c1cccc(-n2cc3ccc([N+](=O)[O-])cc3n2)c1	3	i	-2	i
O=C(Nc1ncnc2c1C(c1ccccc1)c1c(ccc3ccccc13)O2)c1ccccc1 (stereo not given)	12	i	3	i
CCc1ccc(C(=O)OCC(=O)N(CC)c2c(N)n(Cc3ccccc3)c(=O)[nH]c2=O)cc1	-3	i	3	i
C/C=C(/C)C(=O)O[C@@H]1Cc2c(ccc3ccc(=O)oc23)OC1(C)C	-10	i	2	i
COc1ccc(CN(C)C(=O)Cn2ccc(NC(=O)OCc3ccccc3)nc2=O)cc1OC	2	i	1	i
CN(CC(=O)NCCc1ccc(S(N)(=O)=O)cc1)CC(=O)Nc1ccc(F)c(F)c1F	-9	i	-4	i
CN(C)S(=O)(=O)c1ccc(N2CCCC2)c(C(=O)NNC(=O)c2ccccc2)c1	4	i	-5	i
COc1ccc([C@H]2CC(=O)C=C(c3ccc(C)cc3)C2)cc1	7	i	3	i
CCOC(=O)c1c(NC(=O)COC(=O)/C=C/c2ccccc2)sc(C(=O)NC)c1C	4	i	-6	i
O=C1c2ccccc2NC(c2ccc(-c3cccc(F)c3)o2)N1O (stereo not given)	0	i	-8	i
O=C(Nc1ncn[nH]1)c1cccc(F)c1	-7	i	4	i
Cc1ccccc1-c1cc(C(=O)NCc2ccc3c(c2)OCO3)nn1CC1CC(c2cccc([N+](=O)[O-])c2)=NO1 (stereo not given)	2	i	0	i
CC(C)(C)OC(=O)N1CCN(C(=O)c2[nH]cnc2C(=O)Nc2ccon2)CC1	2	i	-3	i
O=C(OCC(=O)N1CCCCCC1)c1cccnc1Cl	11	i	-6	i
COc1cc2sc(-c3ccc(S(C)(=O)=O)cc3)c(-c3ccc4c(c3)OCO4)c2cc1OC	-20	i	2	i
Cc1cccc(-n2c(SCC(=O)N3CCN(c4ccccn4)CC3)nnc2N2CCOCC2)c1	-3	i	1	i
Cc1cccc(NC(=O)c2nc[nH]c2C(=O)NCCCNC(=O)c2[nH]cnc2C(=O)Nc2cccc(C)c2)c1	-5	i	-16	i
O=C(CCc1c[nH]c2ccccc12)NN1C(=O)NC2(CCCCC2)C1=O	-1	i	10	i
Cc1ccc(C(=O)NCC(=O)Nc2ccc(S(=O)(=O)Nc3cc(C)nc(C)n3)cc2)cc1	1	i	0	i
COc1ccc(CCC(=O)OCC(=O)Nc2sccc2C(N)=O)cc1	-7	-5.3*	-1	i
COc1cccc(-c2ncc3ccccc3c2COC(=O)N2CCOCC2)c1	6	i	-1	i
O=C(CSc1nnc(-c2ccccc2F)o1)Nc1ccc(N2CCOCC2)cc1	2	i	2	i
O=C(NCc1ccccn1)C1CCN(S(=O)(=O)c2ccccc2F)CC1	-4	i	-1	i
CC(=O)C[C@H](O)CC(=O)[C@@H]1OC(=O)CCCCCCc2ccccc21	0	i	-9	i
COc1cc(NS(=O)(=O)c2cc(C(=O)NCCc3ccccn3)ccc2OC)cc(OC)c1	-12	i	4	i
Cc1ccccc1C(=O)N1CCC(C(=O)Nc2cccc(S(=O)(=O)N3CCCCC3)c2)CC1	2	i	15	i
CC(C)n1nnnc1SCC(=O)N1N=C(c2cccs2)CC1c1cccs1 (stereo not given)	-9	i	3	i
COc1ccccc1N(C)S(=O)(=O)c1ccc(C)c(C(=O)NC(C)c2ccccn2)c1 (stereo not given)	6	i	8	i
O=C1CCN(Cc2ccccc2)S(=O)(=O)c2c(F)cc(F)cc21	-4	i	-3	i
N#Cc1ccc(NCC(=O)Nc2ccc(S(=O)(=O)N3CCCCC3)cc2)cc1	6	i	2	i
Cc1ccc(-n2nnnc2SCC(=O)c2c(N)n(C3CC3)c(=O)[nH]c2=O)cc1C	-3	i	-2	i
O=C1CC/C=C\C[C@@H](CC(=O)N(CCO)Cc2ccccc2)C(=O)NCCO1	5	i	1	i
CC(=O)N1CC(C(=O)Nc2ccc3c(c2)OCO3)Oc2ccccc21 (stereo not given)	0	i	0	i
CC(OC(=O)c1ccc(NC(N)=O)cc1)C(=O)Nc1ccc2c(c1)OCCO2 (stereo not given)	-1	i	3	i
Cc1cccc(C(=O)OCC(=O)Nc2ccc3c(c2)OCCO3)c1O	-13	i	-9	i
O=C(Nc1cccc(Cl)c1)c1nc[nH]c1C(=O)N1CCc2ccccc2C1	3	i	1	i
CCNC(=O)N(C)C[C@H]1N[C@@](CC)(C(=O)OC)[C@H]2C(=O)N(Cc3ccccc3)C(=O)[C@@H]12	-8	i	-7	i

Whole records, looked up by structure. Order of values: HDAC3 inh | ANO1 activ | Dyrk1A ADPGlo | KCNK3 block
C/C=C(/C)C(=O)O[C@@H]1Cc2c(ccc3ccc(=O)oc23)OC1(C)C in the list: -10 | i | 2 | i
O=C(Cn1c(=O)cnc2ccccc21)NNC(=O)c1ccccc1Cl in the list: 2 | i | -4 | i
O=C(COC(=O)C1CCN(S(=O)(=O)c2cccs2)CC1)Nc1ccc(F)cc1Cl in the list: 1 | i | -2 | i

The list goes on.
SMILES	HDAC3 inh	ANO1 activ	Dyrk1A ADPGlo	KCNK3 block
Cc1cc(C(=O)COC(=O)C2=COCCO2)c(C)n1-c1ccccc1	-4	i	-3	i
C=CC[C@H](CC(=O)N[C@H](CO)Cc1ccccc1)C(=O)N[C@H](COC(=O)[C@H](CC=C)CC(=O)OC(C)(C)C)Cc1c[nH]c2ccccc12	15	i	-1	i
O=C(N[C@@H](Cc1ccccc1)C(=O)N1CCN(S(=O)(=O)c2ccccc2F)CC1)c1ccco1	8	i	-3	i
COc1ccc(NC(=O)COc2ccc(C)nc2[N+](=O)[O-])cc1S(N)(=O)=O	0	i	14	i
COc1ccc(NS(=O)(=O)c2ccc(O)c([N+](=O)[O-])c2)cc1S(=O)(=O)N1CCCCC1	5	i	7	i
COc1ccc(S(=O)(=O)N2CCOCC2)cc1NC(=O)COc1ccc(C)cc1	-2	i	-3	i
COC(=O)[C@H](CCSC)NC(=O)Cn1ccc(N)nc1=O	2	i	7	i
CC(OC(=O)c1c(F)cccc1F)C(=O)NCCC1=CCCCC1 (stereo not given)	-4	i	-9	i
CC1CC(=O)Nc2ccccc2N1C(=O)COc1ccc2ccccc2c1 (stereo not given)	-10	i	7	i
COc1c2ccoc2c(OC[C@@H](OC(C)=O)C(C)(C)O)c2oc(=O)ccc12	-4	i	17	i
